CSN deneddyl inh = blocks human CSN-mediated cullin deneddylation; Q92905; Purified CSN, SCF-Nedd8-OG deneddylation, fluorescence polarization; inhibition, % at 12.5 µM; hit rate 0.38% among 360,000; AID 651999;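 active means pattern-corrected inhibition above about 35%, with an unprinted fluorescence ratio check between 0.5 and 1.5, limit read from the data, passing the limit was not always enough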;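 further: 0% = enzyme with substrate and 100% = substrate without enzyme; some results filed as inactive read as strong as hits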
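Detection – fluorescence polarization · System – HEK293T-derived human Csn5 enzyme · Controls – substrate-only high control, full reaction low control · Timing – 90 min, room temperature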
Tb MetRS inh = blocks T. brucei methionyl-tRNA synthetase activity; purified T. brucei MetRS, ATP depletion, Kinase-Glo luminescence; hit rate 0.4% among 360,000; inhibition, % at 11.9 µM;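 active means inhibition above a per-plate cutoff of the control wells' mean inhibition plus 3 SD, cut at about 5.5% in these data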;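 further: 0% = DMSO wells median and 100% = median of wells with control inhibitor compound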
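technique = Kinase-Glo luminescence, ATP depletion format | system = purified MetRS (methionyl-tRNA synthetase) enzyme from Trypanosoma brucei | timing = 15 min preincubation, 2 h reaction, all 25 °C | evaluation = percent inhibition versus plate control medians | dosing = single dose, 11.9 µM final nominal, 0.9% final DMSO | also added = substrates ATP, L-methionine and bulk Escherichia coli tRNA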
MsrA inh = bovine MsrA inhibition | hit rate 0.75% among 360,000 | AID 651718 | inhibition, % at 15.5 µM | purified bovine MsrA, absorbance read-out; in the data active means inhibition above about 4.5%;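 further: 0% = vehicle wells with enzyme and 100% = reference inhibitor wells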
PABP1 MLLE inh = blocks PAM2 peptide binding to the PABP1 MLLE domain; inhibition, % at 20 µM; AID 588489; GST-MLLE / FITC-PAM2 fluorescence polarization; hit rate 0.36% among 360,000; in the data active means inhibition above about 35%, passing the limit was not always enough;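 further: plate controls were DMSO wells with GST-MLLE for no effect and wells lacking GST-MLLE protein for full effect; some results filed as inactive read as strong as hits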
MsrA act = activates bovine MsrA enzyme. purified bovine MsrA, absorbance read-out. hit rate 0.3% among 360,000. activation, % at 10.6 µM; in the data active means activation above about 7.5%;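 further: 0% = vehicle and 100% = reference activator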
Rin1-Abl PPI inh = blocks binding of human Rin1 to Abl. P00519+Q13671. TR-FRET Rin1/Abl binding, biochemical. inhibition, % at 7.35 µM. hit rate 0.4% among 360,000. AID 588664; in the data active means inhibition above about 5%, passing the limit was not always enough
Target sequence (P00519 whole entry, looked up): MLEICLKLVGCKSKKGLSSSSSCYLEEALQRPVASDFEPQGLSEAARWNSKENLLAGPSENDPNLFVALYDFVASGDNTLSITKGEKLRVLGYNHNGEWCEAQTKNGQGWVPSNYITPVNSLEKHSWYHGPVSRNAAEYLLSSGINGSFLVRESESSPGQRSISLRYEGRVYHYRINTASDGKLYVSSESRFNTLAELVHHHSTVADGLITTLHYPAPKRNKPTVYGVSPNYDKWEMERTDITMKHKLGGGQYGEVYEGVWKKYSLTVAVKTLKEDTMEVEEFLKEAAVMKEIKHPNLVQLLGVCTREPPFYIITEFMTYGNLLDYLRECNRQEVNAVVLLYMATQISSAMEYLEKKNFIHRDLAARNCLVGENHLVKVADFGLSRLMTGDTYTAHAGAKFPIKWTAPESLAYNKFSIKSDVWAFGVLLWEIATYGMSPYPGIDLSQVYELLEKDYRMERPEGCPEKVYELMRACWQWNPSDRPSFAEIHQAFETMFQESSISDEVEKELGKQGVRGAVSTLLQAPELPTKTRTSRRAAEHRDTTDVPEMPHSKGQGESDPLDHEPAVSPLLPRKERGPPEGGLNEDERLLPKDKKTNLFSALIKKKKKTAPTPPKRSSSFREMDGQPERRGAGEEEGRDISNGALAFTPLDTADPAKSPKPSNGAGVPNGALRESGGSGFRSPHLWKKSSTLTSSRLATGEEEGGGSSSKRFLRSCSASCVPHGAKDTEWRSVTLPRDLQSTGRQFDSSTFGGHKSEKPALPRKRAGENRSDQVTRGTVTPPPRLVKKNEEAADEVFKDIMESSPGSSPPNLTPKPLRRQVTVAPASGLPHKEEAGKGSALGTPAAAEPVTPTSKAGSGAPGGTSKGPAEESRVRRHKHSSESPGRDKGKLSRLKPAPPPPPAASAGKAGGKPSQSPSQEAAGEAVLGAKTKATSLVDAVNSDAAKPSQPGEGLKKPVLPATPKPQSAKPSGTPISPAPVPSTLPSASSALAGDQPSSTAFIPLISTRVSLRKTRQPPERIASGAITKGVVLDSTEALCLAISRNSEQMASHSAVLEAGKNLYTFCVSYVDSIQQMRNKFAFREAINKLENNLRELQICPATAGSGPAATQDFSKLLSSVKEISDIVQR
Target sequence (Q13671 whole entry, looked up): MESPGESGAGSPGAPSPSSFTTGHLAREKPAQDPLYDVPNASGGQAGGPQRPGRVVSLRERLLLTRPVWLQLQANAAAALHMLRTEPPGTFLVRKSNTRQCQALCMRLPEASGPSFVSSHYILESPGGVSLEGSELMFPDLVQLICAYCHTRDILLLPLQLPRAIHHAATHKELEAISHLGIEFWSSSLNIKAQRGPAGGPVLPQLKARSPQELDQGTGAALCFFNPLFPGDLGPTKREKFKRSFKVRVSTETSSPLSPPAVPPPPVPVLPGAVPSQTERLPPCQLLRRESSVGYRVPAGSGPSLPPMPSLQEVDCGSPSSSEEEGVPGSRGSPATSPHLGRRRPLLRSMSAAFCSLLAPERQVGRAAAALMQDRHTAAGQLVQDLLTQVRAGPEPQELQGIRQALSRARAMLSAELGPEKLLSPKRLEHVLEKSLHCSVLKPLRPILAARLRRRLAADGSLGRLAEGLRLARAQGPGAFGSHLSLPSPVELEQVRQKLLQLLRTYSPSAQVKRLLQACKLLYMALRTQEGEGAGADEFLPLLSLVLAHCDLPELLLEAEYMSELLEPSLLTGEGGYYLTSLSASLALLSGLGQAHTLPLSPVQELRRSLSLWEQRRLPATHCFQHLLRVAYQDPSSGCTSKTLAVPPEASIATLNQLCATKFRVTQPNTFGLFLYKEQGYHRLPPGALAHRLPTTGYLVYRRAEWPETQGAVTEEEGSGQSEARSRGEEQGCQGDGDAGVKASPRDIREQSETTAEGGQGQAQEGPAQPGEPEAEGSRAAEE
Neddylation inh = blocks human cullin neddylation; P61081+Q13564; TR-FRET cullin neddylation, biochemical; calls only at 25 µM; hit rate 0.58% among 360,000; AID 651699; in the data active means inhibition above about 36%
FAS-TE inh = inhibitors of human fatty acid synthase thioesterase domain. recombinant FAS-TE, OMFH fluorogenic substrate, fluorescence endpoint. AID 602261. hit rate 0.67% among 360,000. inhibition, % at 15 µM. P49327;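 active means compounds whose normalised, plate-corrected inhibition of enzyme fluorescence in the single-dose primary screen is 50% or more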;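 further: 0% = DMSO with enzyme and 100% = substrate without enzyme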
E coli Lon inh = inhibits E. coli Lon protease; P0A9M0; purified E. coli Lon protease, fluorescence polarization; inhibition, % at 7.94 µM; hit rate 0.42% among 360,000; in the data active means inhibition above about 13%, passing the limit was not always enough;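 further: 0% = enzyme with probe and DMSO and 100% = no enzyme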
* hit, by the source's call; i = inactive; · = no result given; + = active, no number; & = joins results of further samples.

SMILES	CSN deneddyl inh	Tb MetRS inh	MsrA inh	PABP1 MLLE inh	MsrA act	Rin1-Abl PPI inh	Neddylation inh	FAS-TE inh	E coli Lon inh
O=C(Nc1c(-c2ccc3c(c2)OCO3)[nH][nH]c1=O)c1ccc2c(c1)OCO2	1.5	0.1	-1.1	13.5	1.8	3.3	i	-7.4	-4.2
COc1cc(NC(=O)CSc2ncnc3sc4c(c23)CCC(C)C4)c(C(=O)O)cc1OC (stereo not drawn)	2.5	-0.1	-1.5	23.6	-0.1	-1.4	i	12.2	3.9
CCc1nnc(NC(=O)CSc2nnc(CNC(=O)c3cc(OC)c(OC)c(OC)c3)o2)s1	-8.2	-0.8	-0.5	13.4	-8.4	8.2*	i	-11.0	4.2
CC(C)(C)c1csc(NC(=O)CCS(=O)(=O)c2ccc(F)cc2)n1	-1.8	-0.3	0.3	12.3	-0.1	-2.2	i	-1.4	-8.9
COCc1cc(C)nc(N2CCNCC2)c1C#N	2.9	-0.3	2.6	2.0	-4.5	0.1	i	-7.1	-6.8
CCC1(C)Cc2nc3[nH]c(=S)n(-c4ccccc4C)c(=O)c3cc2CO1 (stereo not drawn)	3.3	-0.4	0.0	21.7	2.3	-4.2	i	-2.2	0.2
CCOC(=O)CSc1nnc2c(n1)C1(C)CCC2C1(C)C (stereo not drawn)	1.5	-1.5	-0.5	7.4	-4.0	3.9	i	-6.3	-8.7
COc1cccc(/C=N/NC(=O)CNC(=O)c2ccncc2)c1O	0.4	0.0	2.8	-0.8	-9.0	-9.4	i	-4.8	-7.1
CC(=O)c1cccc(NC(=O)C2CCCC2)c1	4.0	-0.3	1.4	12.5	-2.0	1.7	i	-5.4	-1.1
COc1ccc(CCNC(=O)CCCn2c(=S)[nH]c3ccsc3c2=O)cc1OC	0.3	-0.3	1.0	-12.3	-7.9	1.2	i	-6.1	1.1
COc1cccc(CN2CCN(Cc3cccc(Br)c3)CC2)c1OC	-4.2	-0.8	0.2	-4.0	-4.7	2.4	i	0.3	-1.1
CC(CC(=O)Nc1ccc(Br)cc1F)S(=O)(=O)c1ccc2c(c1)NC(=O)CO2 (stereo not drawn)	-0.1	0.8	-0.1	-4.7	-4.0	3.4	i	-1.7	-6.0
O=C(N/C(=C/c1ccc(Br)cc1)C(=O)N1CCOCC1)c1cccs1	2.4	-0.3	1.0	23.9	-6.8	3.8	i	-2.1	6.6
COCCCNC(=O)c1cccc(C(=O)NCCCOC)c1	-6.5	-1.4	-0.4	-10.8	-11.4	1.2	i	-1.3	-4.6
CCn1c(SCC(=O)NC(C)(C)C)nc(O)cc1=O	6.0	-0.1	-0.4	13.3	-2.9	-0.8	i	-4.7	3.2
O=Cc1ccc(OCCOc2ccc([N+](=O)[O-])cc2)cc1	-0.8	-1.5	0.3	-11.2	-14.2	0.7	i	11.6	6.1
CCC(=O)N1CCN(c2ccc(NC(=O)c3ccc4ccccc4c3)cc2)CC1	0.9	-0.5	-0.4	-5.6	-1.0	-1.8	i	-1.1	-0.7
O=C(CN1C(=O)NC(Cc2ccccc2)C1=O)Nc1ccc(F)c(Cl)c1 (stereo not drawn)	-2.7	0.4	-0.6	-1.0	-3.5	1.4	i	6.3	-7.0
COc1ccc(N(C(=O)c2cccc([N+](=O)[O-])c2)S(=O)(=O)c2ccc3c(c2)n(C)c(=O)n3C)cc1	2.4	-0.8	0.4	5.5	-8.3	-2.3	i	29.7	-9.0
O=C(O)CC1COc2ccccc2N1C(=O)c1ccccc1Cl (stereo not drawn)	-6.0	-1.0	2.0	2.3	-5.7	1.1	i	-4.5	1.2
Cc1cc(C)c(OCCCCCn2ccnc2)c(C)c1	-6.5	0.0	-0.7	-3.9	-3.6	0.6	i	-8.9	-9.3
Cc1cc(C)n2nc(C(=O)N3CCCC(N4CCN(c5ccccc5C)CC4)C3)cc2n1 (stereo not drawn)	-1.7	-0.1	-0.3	2.3	-4.2	4.2	+	0.6	-1.2
CCC(=O)C1CCCN(C(=O)CCc2nnc(C3(c4ccc(Cl)cc4)CCC3)o2)C1 (stereo not drawn)	0.1	-0.4	0.1	3.7	-1.5	-0.6	i	-2.0	-6.2
O=Cc1ccccc1OS(=O)(=O)c1ccccc1	-10.2	-0.4	-0.3	0.3	-2.0	-0.5	i	-5.6	4.4
CC(C)[C@@H]1COC(c2cccc(C3=N[C@H](C(C)C)CO3)c2)=N1	-1.4	0.2	0.9	-3.5	-1.2	0.4	i	1.1	7.6
CCCCCC(=O)N1CCN(CCN=CC2=C(O)CC(c3ccc(OC)c(OC)c3)CC2=O)CC1 (stereo not drawn)	1.3&2.1	-0.2&-1.3	-1.0&1.1	-0.5&-0.4	-1.6&-6.8	-0.6&6.6	i	-3.8&-7.6	-10.0&0.2
O=C(Nc1ccc2[nH]c(=S)sc2c1)c1ccccc1	-2.5	-0.6	5.1*	6.9	0.1	-2.2	i	1.2	-0.1
CCOC(=O)/C(C#N)=C/c1ccc(OC(=O)c2ccccn2)cc1	9.7	-0.5	3.0	-5.2	-6.2	-3.4	i	-16.5	-4.5
COc1cc(CNc2ccc(N3CCCCC3)cc2)ccc1OCC(=O)NC(C)(C)C	6.2	0.2	0.3	13.6	-2.8	0.1	i	2.5	14.0
Cc1ccc(OCC(=O)Nc2ccc3c(c2)CCC3)c([N+](=O)[O-])n1	-0.1	-0.1	-1.0	-16.1	-2.1	0.3	i	18.8	-12.2
Nc1ccccc1N=Cc1ccc(-c2cccc(Cl)c2)o1	5.0	0.0	3.5	-17.1	-5.7	0.7	·	25.3	-14.5
CCN(CC)c1ccc(/C=C(/C#N)C(=O)NC(C)C)o1	148.5	0.3	-0.1	-145.2	-2.7	-12.5	i	-28.5	-453.4
COc1cccc(OCc2nnc3n2N=C(c2ccccc2)C(CC(=O)O)S3)c1 (stereo not drawn)	3.1	0.3	0.5	-107.6	-2.9	0.1	i	-3.0	-6.0
CC(C)C[C@H](NC(=O)c1nc[nH]c1C(=O)NCc1ccc(CNC(=O)OC(C)(C)C)cc1)C(=O)OCc1ccccc1	0.3	0.3	2.8	6.3	-1.5	-0.3	i	11.5	-9.7
Cc1cc(C)n2c(SCc3ccc(Cl)cc3Cl)nnc2n1	-2.3	3.3	-1.1	2.0	-0.4	-0.4	i	10.9	4.6
CCN(CC)CCNC(=O)C1CCC(=O)N(c2ccc(OC)cc2)C1c1ccc(F)cc1 (stereo not drawn)	0.7	0.4	0.5	6.0	-2.6	0.9	i	-9.8	2.3
O=C(c1ccco1)N1CCN(c2nc(C3CC3)nc3c2nnn3Cc2ccccc2Cl)CC1	0.8	-1.1	-0.1	-7.1	-7.9	3.2	i	12.8	-2.2
C=CCc1ccc(OCCOCCOc2cccc3cccnc23)c(OC)c1	-11.4	-0.7	1.6	13.4	-6.0	0.0	i	9.3	-4.5
C=CCNC(=O)/C(C#N)=C/c1cn(-c2ccccc2)nc1-c1ccc(OC)c([N+](=O)[O-])c1	9.1	0.2	-0.8	2.8	-3.9	-1.6	i	15.9	-8.1
O=C(Nc1ccc(F)c(F)c1)c1cc(S(=O)(=O)N2CCN(c3ccccn3)CC2)ccc1F	3.9	-0.5	0.7	0.6	0.6	-2.6	i	39.5	-1.8
O=C(N/N=C/c1ccc[nH]1)c1ccc(O)cc1	6.9	0.7	5.3*	-27.7	-3.1	1.8	i	-4.7	-10.9
CC(C)=CCN1CCN(Cc2cnc(N3CCOCC3)s2)CC1CCO (stereo not drawn)	-2.6	-1.3	-0.8	-22.0	-11.5	1.9	i	-6.6	-0.8
CCN=C1SC(CC(=O)NCCc2ccc(OC)cc2)C(=O)N1CC (stereo not drawn)	0.3	-1.0	0.3	-7.7	-12.4	0.1	i	-11.0	-1.3
CCOC(=O)c1c(C)cccc1OCC(N)=O	2.0	-1.3	0.4	-7.9	-2.9	1.9	i	0.4	8.8
Cc1cc(/C=N/NC(N)=O)c(C)n1-c1ccc(F)cc1	1.4	-0.9	2.4	5.5	-6.2	-3.0	i	-5.3	8.4

Grouped by structure, the compounds so far containing a tert-butyl group.
SMILES	CSN deneddyl inh	Tb MetRS inh	MsrA inh	PABP1 MLLE inh	MsrA act	Rin1-Abl PPI inh	Neddylation inh	FAS-TE inh	E coli Lon inh
CC(C)(C)c1csc(NC(=O)CCS(=O)(=O)c2ccc(F)cc2)n1	-1.8	-0.3	0.3	12.3	-0.1	-2.2	i	-1.4	-8.9
CCn1c(SCC(=O)NC(C)(C)C)nc(O)cc1=O	6.0	-0.1	-0.4	13.3	-2.9	-0.8	i	-4.7	3.2
COc1cc(CNc2ccc(N3CCCCC3)cc2)ccc1OCC(=O)NC(C)(C)C	6.2	0.2	0.3	13.6	-2.8	0.1	i	2.5	14.0
CC(C)C[C@H](NC(=O)c1nc[nH]c1C(=O)NCc1ccc(CNC(=O)OC(C)(C)C)cc1)C(=O)OCc1ccccc1	0.3	0.3	2.8	6.3	-1.5	-0.3	i	11.5	-9.7

(continued)
SMILES	CSN deneddyl inh	Tb MetRS inh	MsrA inh	PABP1 MLLE inh	MsrA act	Rin1-Abl PPI inh	Neddylation inh	FAS-TE inh	E coli Lon inh
CC1(C)Cc2cccc(OCC(=O)N3CCN(S(=O)(=O)c4ccccc4F)CC3)c2O1	-0.2	-2.8	-0.7	-2.0	-5.3	0.4	i	2.4	4.5
CC(=O)Nc1ccc(S(=O)(=O)N2CCN(C(=O)c3ncoc3-c3cccc(C)c3)CC2)cc1	0.0	-0.2	1.2	-5.3	-2.8	-1.0	i	0.0	0.4
COc1ccc(COCC(O)CN2CCC(C(N)=O)CC2)cc1 (stereo not drawn)	-5.1	-1.2	0.4	-5.3	-4.6	2.0	i	-7.3	6.4
CCCCC(=O)NC(c1ccc(OC)c(OC)c1)c1c(O)ccc2ccccc12 (stereo not drawn)	-6.1	-1.0	·	-7.1	-5.1	-0.5	i	-0.5	-4.0
Cc1ccc(C)c(N2CCN(CCCNC(=O)Cn3cc4c(n3)CCC(C)C4)CC2)c1 (stereo not drawn)	-3.4	1.2	-0.1	6.4	-2.7	0.2	i	2.6	-5.2
Cc1cccc(C)c1NC(=O)COC(=O)c1cc(=O)c2ccccc2o1	2.2	-0.2	1.4	4.0	-2.3	0.8	i	-3.6	-1.5
CC(=O)N1CCC(=NNc2ccc(S(=O)(=O)N3CCOCC3)cc2[N+](=O)[O-])CC1	-5.9	-0.6	-1.0	-0.5	0.6	-6.0	i	-11.9	-9.3
Cn1c(=O)oc2cc(S(=O)(=O)Nc3cccc4c3CCCC4)ccc21	13.6	0.0	-0.8	-6.7	-0.1	2.8	i	-20.9	-20.4
CCOC(=O)c1sc(NC(=O)CSc2nc(-c3ccco3)cc(C(F)(F)F)n2)c(C(=O)OC)c1C	4.2	0.1	0.4	3.1	-2.5	3.4	i	18.9	-2.7
Cc1ccccc1CN1CCN(C(=O)c2cc(-c3ccncc3)nc3ccccc23)CC1	0.1	-0.2	0.4	-1.4	-4.6	2.0	i	4.8	-5.9
COc1ccc(CCNCc2cc(C)n(-c3ccc(OC)cc3)c2C)cc1	5.1	-1.5	1.5	-23.5	0.6	0.6	i	-8.7	-7.2

3 structures already listed, arranged by formula weight, rising:
SMILES	CSN deneddyl inh	Tb MetRS inh	MsrA inh	PABP1 MLLE inh	MsrA act	Rin1-Abl PPI inh	Neddylation inh	FAS-TE inh	E coli Lon inh
Cn1c(=O)oc2cc(S(=O)(=O)Nc3cccc4c3CCCC4)ccc21	13.6	0.0	-0.8	-6.7	-0.1	2.8	i	-20.9	-20.4
CC(=O)Nc1ccc(S(=O)(=O)N2CCN(C(=O)c3ncoc3-c3cccc(C)c3)CC2)cc1	0.0	-0.2	1.2	-5.3	-2.8	-1.0	i	0.0	0.4
CCOC(=O)c1sc(NC(=O)CSc2nc(-c3ccco3)cc(C(F)(F)F)n2)c(C(=O)OC)c1C	4.2	0.1	0.4	3.1	-2.5	3.4	i	18.9	-2.7

Compound activity from PubChem.
